Bim-Bcl-B – disrupts Bim peptide binding to human Bcl-B. bead-based flow cytometry. 190,000 compounds, 0.073% hits. Q9HD36. inhibition, % at 10 µM;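 further: 0% = tracer peptide without compound and 100% = reference inhibitor peptide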
Target sequence (Q9HD36 whole entry, looked up): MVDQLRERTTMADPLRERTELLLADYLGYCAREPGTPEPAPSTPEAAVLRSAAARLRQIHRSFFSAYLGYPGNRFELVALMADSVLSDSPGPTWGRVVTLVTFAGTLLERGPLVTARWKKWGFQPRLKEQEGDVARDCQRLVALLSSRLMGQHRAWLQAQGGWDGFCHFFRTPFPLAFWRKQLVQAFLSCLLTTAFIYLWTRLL
RGS7-Gao – human RGS7-Galphao interaction regulation; P09471; Multiplexed bead flow cytometry, RGS7-Galphao binding; actives lie on both sides; binding response (% of control), % at 10 µM; 220,000 compounds, 0.35% hits; AID 1439; in the data active means binding response below about 49% or above about 150%; inconclusive means no clear call, values can overlap the other calls; inactive means in between;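 further: fluorescent Galphao held in activated GDP-AlF4 state binding bead-coupled RGS7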
RGS4-Gao reg – human RGS4-Galphao interaction regulation | 220,000 compounds, 0.33% hits | AID 1415 | Multiplexed bead flow cytometry, RGS4-Galphao binding; actives lie on both sides | binding response (% of control), % at 10 µM | P09471; in the data active means binding response below about 49% or above about 150%; inactive means in between;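 further: fluorescent Galphao activated with aluminum fluoride binding bead-coupled RGS4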
Bim-Bcl-2 – inhibitors of Bim-Bcl-2 interaction, human | P10415 | 190,000 compounds, 0.06% hits | inhibition, % at 10 µM | Bead-based flow cytometry, Bim peptide-Bcl-2 binding; in the data active means inhibition above about 40%; inconclusive means no clear call, values can overlap the other calls;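 further: 0% = no compound wells with probe peptide and 100% = reference peptide inhibitor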
Target sequence (P10415 whole entry, looked up): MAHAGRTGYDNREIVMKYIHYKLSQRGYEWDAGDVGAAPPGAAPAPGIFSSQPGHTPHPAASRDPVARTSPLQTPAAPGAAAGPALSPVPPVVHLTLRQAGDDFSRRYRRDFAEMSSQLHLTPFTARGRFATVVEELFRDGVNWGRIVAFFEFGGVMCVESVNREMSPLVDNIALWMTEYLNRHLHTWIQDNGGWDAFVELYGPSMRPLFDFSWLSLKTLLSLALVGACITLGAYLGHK
Bfl-1 Bim block – disrupts Bim binding to human Bfl-1; Q16548; Bead-based flow cytometry, Bim-Bfl-1 binding inhibition; 190,000 compounds, 0.12% hits; inhibition, % at 10 µM;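 further: 0% = wells without compound plus tracer and 100% = blocker peptide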
Bim-Bcl-XL – disrupts Bim peptide binding to human Bcl-XL; inhibition, % at 10 µM; 190,000 compounds, 0.04% hits; Q07817; bead flow cytometry, fluorescence
Target sequence (Q07817 whole entry, looked up): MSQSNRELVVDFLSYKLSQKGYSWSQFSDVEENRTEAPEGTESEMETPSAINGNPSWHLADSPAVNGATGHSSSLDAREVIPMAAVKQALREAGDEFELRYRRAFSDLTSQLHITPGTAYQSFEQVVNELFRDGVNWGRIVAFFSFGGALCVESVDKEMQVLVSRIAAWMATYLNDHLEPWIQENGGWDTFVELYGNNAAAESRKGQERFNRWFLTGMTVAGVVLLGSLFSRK
GSH fluor – compound fluoresces at 488/530 nm on GSH beads; GSH beads flow cytometry, compound fluorescence 488/530 nm; stronger effect = higher value; fluorescence (KMESF) at 10 µM; 190,000 compounds, 0.25% hits; in the data active means fluorescence above about 89;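 further: glutathione beads carrying GST-tagged Bcl family fusion proteins plus one bare bead set; values are compound well signal with DMSO vehicle wells as background; inactives centre near 16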
RGS8-Gao reg – human RGS8-Galphao interaction regulation | 220,000 compounds, 0.34% hits | multiplexed bead flow cytometry, RGS8-Galphao binding; actives lie on both sides | AID 1423 | response (percent of control binding), % at 10 µM | P09471; in the data active means response below about 60% or above about 140%; inactive means in between;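 further: Galphao activated as the GDP aluminium fluoride complex binding bead-coupled RGS8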
ABCB1 block – blocks JC-1 efflux by human ABCB1 transporter; P08183; CCRF-Adr cells, flow cytometry; inhibition, % at 6.6 µM; 190,000 compounds, 0.067% hits; in the data active means inhibition above about 40%;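 further: 0% = vehicle and 100% = reference inhibitor; higher value means more JC-1 retained so stronger ABCB1 efflux block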
Bcl-W Bim block – inhibitors of Bim-Bcl-W interaction, human | inhibition, % at 10 µM | bead-based flow cytometry, Bim peptide-Bcl-W binding | Q92843 | AID 952 | 190,000 compounds, 0.02% hits;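 further: 0% = bound tracer without compound and 100% = peptide blocker; higher means less fluorescent Bim peptide bound to Bcl-W beads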
Target sequence (Q92843 whole entry, looked up): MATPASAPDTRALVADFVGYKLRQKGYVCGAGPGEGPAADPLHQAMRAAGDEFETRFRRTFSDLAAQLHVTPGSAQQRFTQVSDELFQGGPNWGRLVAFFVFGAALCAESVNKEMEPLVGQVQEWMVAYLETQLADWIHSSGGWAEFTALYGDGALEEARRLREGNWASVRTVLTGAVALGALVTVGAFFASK
ABCG2 block – blocks JC-1 efflux by human ABCG2 transporter | 190,000 compounds, 0.1% hits | Q9UNQ0 | IgMXP3 cells, flow cytometry | AID 1325 | inhibition, % at 6.6 µM;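 active means inhibition above 80%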;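 further: 0% = DMSO and 100% = nicardipine control wells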
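Test system: IgMXP3 (ABCG2) plus far-red-tagged CCRF-Adr (ABCB1) cells / Amount: 3 million cells/mL in well / Reagent: JC-1 transporter substrate / Timing: 10 min compound exposure, 25 °C / Signal: flow cytometry, 530 nm JC-1 signal / Read-out: percent efflux inhibition, scaled nicardipine 100% to DMSO 0% / Benchmarks: nicardipine as high control, DMSO as low control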
The depositor's hits bear a star; ? = inconclusive. Unless noted, no stated cut-off is given here; in the data, active means inhibition above about 40%.

SMILES	Bim-Bcl-B	RGS7-Gao	RGS4-Gao reg	Bim-Bcl-2	Bfl-1 Bim block	Bim-Bcl-XL	GSH fluor	RGS8-Gao reg	ABCB1 block	Bcl-W Bim block	ABCG2 block
CC(C)C(=O)Nc1cccc(NC(=O)c2cc3ccccc3o2)c1	-5	101	102	-3	-10	-2	8	102	0.6	6	4
Cc1ccc(N2C(=O)[C@@H]3[C@H](C2=O)[C@H]2C=C(C(=O)c4ccccc4)C=CN2[C@@H]3C(=O)c2ccc(Cl)cc2)cc1	-3	100	101	-6	-2	-5	10	101	0.5	-4	0
CS(=O)(=O)N1CCC(C(=O)N2CCN(C(c3ccccc3)c3ccccc3)CC2)CC1	-1	103	101	0	-4	-2	22	103	0.3	-1	0
O=C(Nc1ccc2nc(-c3cccs3)[nH]c2c1)c1ccco1	0	101	99	-5	-21	-2	21	100	-0.9	-1	8
O=C(Nc1c(Cl)cccc1Cl)c1ccc(-c2ccccc2)cc1	-8	97	101	-7	-13	-4	32	99	0.2	2	10
Cc1ccc2nc(-c3cccnc3)cc(C(=O)N3CCN(c4ccc([N+](=O)[O-])cc4)CC3)c2c1	-1	?	103	0	-5	-1	17	103	3.8	1	14
Cn1ccnc1SCc1nc2c(cnn2-c2ccccc2)c(=O)[nH]1	-7	98	99	-5	-10	-3	14	99	0.1	-2	19
CCOCCCNC(=O)Cc1cc(=O)[nH]c(=O)[nH]1	-6	102	102	-9	-13	-1	27	102	0.5	0	2
O=C(Nc1nnc(-c2ccccc2)o1)c1cc(-c2cccs2)nc2ccccc12	-5	99	101	2	-2	-6	16	104	0.7	-2	4
O=C(Nc1c(C(=O)NCc2ccco2)cnn1-c1ccccc1)c1ccc(F)cc1	-11	100	101	-15	-14	-7	8	100	0.4	-1	4
CCOC(=O)c1ccc(N2C(=O)c3n[nH]c(C)c3C2c2ccc(OC)c(OC)c2)cc1 (configuration not stated)	-4	104	105	-5	-2	-3	23	100	-0.1	0	0
CC(=O)N/C(=C\c1ccccc1)C(=O)Nc1ccccc1C	3	102	106	0	4	1	19	102	0.7	-2	1
CCOc1ccc2nc(NC(=O)C3CCN(c4cnccn4)CC3)sc2c1	-6	103	106	-2	-13	-5	19	105	0.3	1	0
COC(=O)CNC(=O)C1(C)C=CCN1C(=O)c1ccccc1 (configuration not stated)	-7	99	98	-3	-3	-4	19	100	-0.1	-6	0
Cc1noc(C)c1COc1cccc(C(=O)Nc2ccc(C#N)cc2)c1	1	101	99	0	3	5	24	93	3.7	5	13
COc1ccc(N(CC(=O)N2CCc3ccccc32)S(=O)(=O)c2c(C)noc2C)cc1	-3	96	99	-8	2	-4	25	95	2.5	-1	20
N#Cc1cccc(Nc2c3c(nc4ccccc24)CCCC3)c1	1	96	100	4	-2	2	24	100	3.0	4	20
Cc1cccc(COc2ccc(/C(O)=C3\C(=O)C(=O)N(CCN(C)C)C3c3ccncc3)cc2)c1 (configuration not stated)	-6	101	97	-4	-14	-6	34	100	-0.2	0	-2
CCOc1ccccc1NC(=S)N1CCC(c2nc3ccccc3o2)CC1	-7	100	102	-5	-10	-4	14	106	0.5	-3	7
CC(=O)Oc1ccc2oc(/C=C/N(C)C)c([N+](=O)[O-])c2c1	-7	106	106	-10	-11	-21	40	102	0.1	-2	1

Already shown: entries from further up.
SMILES	Bim-Bcl-B	RGS7-Gao	RGS4-Gao reg	Bim-Bcl-2	Bfl-1 Bim block	Bim-Bcl-XL	GSH fluor	RGS8-Gao reg	ABCB1 block	Bcl-W Bim block	ABCG2 block
CC(C)C(=O)Nc1cccc(NC(=O)c2cc3ccccc3o2)c1	-5	101	102	-3	-10	-2	8	102	0.6	6	4
Cc1ccc(N2C(=O)[C@@H]3[C@H](C2=O)[C@H]2C=C(C(=O)c4ccccc4)C=CN2[C@@H]3C(=O)c2ccc(Cl)cc2)cc1	-3	100	101	-6	-2	-5	10	101	0.5	-4	0

The list continues.
SMILES	Bim-Bcl-B	RGS7-Gao	RGS4-Gao reg	Bim-Bcl-2	Bfl-1 Bim block	Bim-Bcl-XL	GSH fluor	RGS8-Gao reg	ABCB1 block	Bcl-W Bim block	ABCG2 block
CC(=O)C1=NN(c2ccccc2)C(c2cccs2)N1c1ccc(N(C)C)cc1 (configuration not stated)	-6	95	98	-4	-4	1	14	96	0.2	1	1
CCOC(=O)Cc1c(C)c2c(C)[nH]nc2oc1=O	-2	98	97	-3	-1	-1	14	97	0.1	-1	0
O=C(CSCc1ccc(Cl)cc1)N1CCOCC1	-7	99	98	-9	-14	-8	17	101	0.3	-4	0
Cn1c(=O)c2c(nc(SCC(=O)NCC3CCCO3)n2Cc2ccc(F)cc2)n(C)c1=O (configuration not stated)	-32	98	99	-2	5	-5	14	96	0.0	-3	0
COc1ccc(C(C(=O)NC2CCCC2)N(CCN(C)C)C(=O)c2snc(C(N)=O)c2N)cc1 (configuration not stated)	2	100	98	2	5	-1	19	117	-0.3	0	0
COc1ccc(NC(=O)Cc2nnc(N)s2)cc1	-4	100	104	1	-3	0	14	98	-0.2	-5	0
Cn1nc(C(=O)N2CCc3ccccc3C2)c2ccccc2c1=O	-9	105	109	-9	-11	-15	27	104	0.2	-5	1
Cc1ccccc1-c1cc(C(=O)Nc2sc(C)c(C)c2C(N)=O)c2ccccc2n1	-15	106	102	-10	-1	-4	9	101	0.7	0	2
O=C(CN1CCCN(S(=O)(=O)c2ccc(Br)s2)CC1)Nc1ccc(Cl)cc1	-5	95	97	-10	-12	-15	30	93	1.4	1	5
CCN(CC)S(=O)(=O)c1ccc(-c2nnc(SCC(=O)N3c4ccccc4CC3C)n2CC)cc1 (configuration not stated)	-5	97	102	-5	-10	-6	10	96	8.1	-3	45
Cc1cccc(NC(=O)NNC(=O)c2c(Cl)c(C)nn2C)c1	-5	102	103	2	1	-4	10	104	0.1	-1	0
CC(=O)Nc1sc(NC(=O)c2ccccc2)nc1-c1cccs1	-13	99	98	-9	-9	1	45	101	0.0	1	15
CCN(CC)c1ccc(/C=N/N2C(=O)c3ccccc3C2=O)c(O)c1	-8	99	98	0	0	-3	9	90	1.7	-1	3
CC(NC(=O)C1CCN(S(=O)(=O)c2cnc[nH]2)CC1)c1ccccc1 (configuration not stated)	-11	100	99	-5	-4	-9	24	101	1.3	-4	4
CC(C)n1c(Oc2ccc(F)cc2)nc2c1c(=O)n(C)c(=O)n2C	-4	100	107	0	-4	0	13	101	-0.3	1	0
CC(NC(=O)COC(=O)c1ccco1)c1ccccc1 (configuration not stated)	0	96	95	-4	-1	1	12	95	0.5	-4	1
COc1cc(-c2nc(-c3ccncc3)no2)cc(OC)c1OC	-5	101	101	0	-11	0	31	103	0.2	1	3
Nc1ccc(C(=O)Nc2ccccc2C(=O)O)cc1	1	94	93	0	0	0	11	97	0.2	0	1
O=S(=O)(c1ccc(Br)s1)n1cccn1	-7	102	101	-12	-17	-3	28	101	0.3	0	3
CCC1CCc2c(sc(NC(=O)c3ccco3)c2C(N)=O)C1 (configuration not stated)	-3	95	88	-1	6	-8	15	76	1.4	-5	4
O=[N+]([O-])c1ccc2c(c1)C(O)n1ncnc1S2 (configuration not stated)	-2	99	95	-2	-5	-1	14	99	0.3	1	1
OC(CN1CCN(c2ccccn2)CC1)Cn1c2ccc(Cl)cc2c2cc(Cl)ccc21 (configuration not stated)	-2	104	102	-6	-3	-3	12	104	0.3	-5	2
CCNc1nc(NCC)n2c(SC(C(=O)Nc3cc(Cl)cc(Cl)c3)c3ccccc3)nnc2n1 (configuration not stated)	-6	104	99	-4	0	-11	9	102	1.2	-5	1
CCN(CC)S(=O)(=O)c1ccc(NC(=O)COC(=O)CCc2cc(OC)c(OC)c(OC)c2)cc1	-1	86	88	-7	-3	0	11	90	0.5	0	19
COc1ccc(OC)c2[nH]c(=O)c(CCNC(=O)c3ccc(S(=O)(=O)N4CCCC4)cc3)cc12	-4	98	97	-1	-7	-3	23	99	3.8	2	5
Cc1nn(-c2ccc(Cl)cc2)c2sc(C(=O)N3CCN(c4ccccn4)CC3)cc12	-17	91	88	-7	-3	-8	22	96	4.7	-11	12
CCOc1ccc(OCCSc2nc(-c3ccccc3)cc(=O)[nH]2)cc1	0	98	101	0	-5	-3	18	99	-0.1	1	0
Cc1c(C(=O)OCC(=O)Nc2ccc(C(N)=O)cc2)cccc1[N+](=O)[O-]	1	?	102	-2	-1	0	13	101	0.6	3	3
CCNC(=O)COC(=O)c1cc(=O)[nH]c2ccccc12	0	101	102	2	-1	-1	19	101	1.3	0	6
O=C(N/N=C/c1cc(Br)ccc1O)C(c1ccncc1)N1CCOCC1 (configuration not stated)	-2	83	86	-1	0	-3	5	95	0.1	-2	0
CC12CCCCN1CCCc1c2[nH]c2ccccc12 (configuration not stated)	-10	103	101	-9	-11	-6	15	105	-0.1	-1	3
COc1ccc(CCN(Cc2cccs2)S(=O)(=O)c2ccc(-n3cnnn3)cc2)cc1OC	-5	95	104	-3	-1	-1	12	101	0.6	0	1
CCCC(=O)Nc1ccc(C(=O)NNC(=O)c2cccs2)cc1	3	107	106	3	1	0	28	90	-0.2	3	1
CC(=O)Nc1cccc(Oc2ncnc3scc(-c4ccccc4)c23)c1	-2	100	97	0	1	-6	11	99	0.5	-4	2
COC(=O)c1ccccc1NC(=O)N1CCN(c2ccc(OC)cc2)CC1	-4	107	102	0	-6	0	13	106	0.0	1	9
C/C=C(\C)C(=O)NCCN1C2=NC[C@H](Cc3ccc(O)cc3)N2C[C@H]1Cc1ccc(O)cc1	4	101	106	-4	2	0	22	105	0.9	0	2
C=CCc1c(C)[nH]c2ccc(C)cc2c1=O	-11	102	100	-10	-16	-14	31	101	0.7	-1	18
CCOC(=O)C1CCN(CCC(=O)Nc2cccc(C)c2)CC1	0	99	98	-1	-8	-3	21	103	-0.2	1	0
O=C(NCCCN1CCOCC1)c1ccc(CS(=O)(=O)Cc2ccccc2Cl)o1	-10	97	99	-12	-17	-16	37	101	0.0	-1	2
O=C(CSc1ncnc2sc(-c3ccccc3)cc12)NC1CCS(=O)(=O)C1 (configuration not stated)	4	100	101	14	14	0	18	99	1.1	-4	8
CCOC(=O)CC1C(=O)NCCN1Cc1cccc(C(F)(F)F)c1 (configuration not stated)	-5	104	100	-7	-9	-2	20	103	0.5	0	0
C=CCOc1ccc2c(c1)C(=NO)c1cc(OCC=C)ccc1-2	-9	100	100	-13	-15	-5	24	99	0.3	-1	25
COc1ccccc1C(=O)N1CCN=C1c1ccccc1	-8	98	99	-4	-11	-4	9	98	0.3	0	6
C(=Nc1ccc(Nc2ccccc2)cc1)c1ccc2ccccc2c1	-6	101	100	-2	7	-5	7	100	-0.1	-1	-6
CC(=O)c1ccccc1OCCCN1CCCCC1	-4	99	106	-5	-11	-9	39	102	0.1	0	0
